# TROY signal inh: TROY signaling inhibition. Q293 LMP1-TROYcd NF-kB luciferase reporter, 4 h. inhibition, % at 10 µM. 360,000 compounds, 0.98% hits;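 active = compounds whose plate-normalised and pattern-corrected inhibition of the luciferase reporter signal at the single screening dose is 50% or more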
# CF NFkB block: inhibitors of cystic fibrosis induced NF-kB. KKLEB NF-kB-GFP reporter, PAF-induced, GFP fluorescence overnight. inhibition, % at 5 µM. 360,000 compounds, 0.86% hits. AID 588850;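 active = at least 50% inhibition at 5 µM, scaled per plate between neutral and stimulator controls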;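 note: PAF is a Pseudomonas aeruginosa culture filtrate used as stimulus; plate controls were PAF-stimulated DMSO wells for no effect and unstimulated DMSO wells for full effect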
# KKLEB tox: reduces viability of KKLEB cystic fibrosis airway cells; KKLEB CF airway cells viability, ATPlite luminescence, overnight; stronger effect = lower value; cells stimulated with P. aeruginosa culture filtrate; activity change (cytotoxicity), % at 5 µM; 360,000 compounds, 0.36% hits; AID 602141;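 active = corrected activity change at or below -50% at 5 µM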
# NR5A2 inv ag: inverse agonists of human LRH-1 (NR5A2). inhibition, % at 3.6 µM. 360,000 compounds, 0.13% hits. AID 602396. HEK293T StAR-luciferase reporter, LRH-1 transfected, 24 h;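 active = inhibition above the mean inhibition of all tested compounds plus 3 SD, cut at about 73% in these data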;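 note: 0% = DMSO wells and 100% = reporter-only cells lacking LRH-1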
# SRC1 inh: inhibitors of human steroid receptor coactivator 1 (SRC1). Q15788. HEK293 GAL4-SRC1 luciferase reporter, luminescence. inhibition, % at 3.6 µM. 360,000 compounds, 0.12% hits;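 active = inhibition above the campaign mean plus 3 SD, with each screening campaign given its own cutoff, cut at about 60% in these data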;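 note: 0% = DMSO treated cells and 100% = gossypol at 36 µM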
# Target sequence (Q15788 whole entry, looked up, the tested form may be a part): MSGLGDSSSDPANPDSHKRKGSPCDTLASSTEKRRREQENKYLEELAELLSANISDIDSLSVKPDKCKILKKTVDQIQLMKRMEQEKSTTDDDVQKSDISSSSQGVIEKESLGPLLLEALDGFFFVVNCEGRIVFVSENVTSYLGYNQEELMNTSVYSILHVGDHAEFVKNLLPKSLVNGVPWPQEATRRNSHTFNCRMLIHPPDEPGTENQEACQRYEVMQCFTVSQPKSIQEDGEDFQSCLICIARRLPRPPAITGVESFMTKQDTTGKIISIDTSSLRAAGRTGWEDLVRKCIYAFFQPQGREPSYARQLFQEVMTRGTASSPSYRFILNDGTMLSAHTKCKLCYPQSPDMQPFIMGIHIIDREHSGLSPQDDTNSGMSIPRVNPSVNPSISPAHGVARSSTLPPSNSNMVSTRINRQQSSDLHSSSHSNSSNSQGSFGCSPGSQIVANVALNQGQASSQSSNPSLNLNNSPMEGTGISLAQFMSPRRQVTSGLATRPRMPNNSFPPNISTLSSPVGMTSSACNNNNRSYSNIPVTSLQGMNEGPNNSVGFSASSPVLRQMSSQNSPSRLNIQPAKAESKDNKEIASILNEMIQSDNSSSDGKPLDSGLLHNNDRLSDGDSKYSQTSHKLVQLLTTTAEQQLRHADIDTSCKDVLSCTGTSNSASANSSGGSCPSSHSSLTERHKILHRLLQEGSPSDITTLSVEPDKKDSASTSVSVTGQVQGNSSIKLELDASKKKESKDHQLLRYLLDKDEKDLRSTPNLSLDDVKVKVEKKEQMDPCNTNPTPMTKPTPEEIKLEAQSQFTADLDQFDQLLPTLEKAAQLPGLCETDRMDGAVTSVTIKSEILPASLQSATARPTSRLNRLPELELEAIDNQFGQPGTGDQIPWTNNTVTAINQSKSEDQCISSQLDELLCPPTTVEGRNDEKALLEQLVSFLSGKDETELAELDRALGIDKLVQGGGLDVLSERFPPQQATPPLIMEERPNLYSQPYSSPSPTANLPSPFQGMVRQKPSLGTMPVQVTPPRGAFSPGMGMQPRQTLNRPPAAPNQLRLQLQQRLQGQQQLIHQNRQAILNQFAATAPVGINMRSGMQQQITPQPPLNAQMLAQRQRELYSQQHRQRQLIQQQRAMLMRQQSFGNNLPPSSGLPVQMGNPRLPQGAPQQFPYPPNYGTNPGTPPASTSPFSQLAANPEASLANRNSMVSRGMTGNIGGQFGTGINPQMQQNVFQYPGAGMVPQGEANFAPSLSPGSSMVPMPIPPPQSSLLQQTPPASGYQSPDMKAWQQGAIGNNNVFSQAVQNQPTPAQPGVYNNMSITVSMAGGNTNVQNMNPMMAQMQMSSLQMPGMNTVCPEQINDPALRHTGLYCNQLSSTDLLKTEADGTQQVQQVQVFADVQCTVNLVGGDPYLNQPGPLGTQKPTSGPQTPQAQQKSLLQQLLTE
# EBV LMP1 NFkB: inhibitors of Epstein-Barr LMP1-induced NF-kappaB reporter. inhibition, % at 12.5 µM. LMP1-induced NF-kappaB luciferase reporter cells, luminescence. 350,000 compounds, 0.69% hits; in the data active = inhibition above about 41%;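 note: 0% = neutral control wells and 100% = reference inhibitor control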
# Shn3 inh set2: reduces Shn3 3'UTR luciferase signal in osteoblasts. AID 588674. inhibition, % at 12.5 µM. Clone20 osteoblast Shn3 3'UTR firefly luciferase, 24 h. 360,000 compounds, 0.52% hits;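 active = mean inhibition of at least 75% with every replicate also reaching 75%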;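 note: 0% = median of neutral control wells and 100% = pilot-screen positive control compound; some compounds past the cut are filed as inactive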
# COUP-TFII inh: NR2F2 (human) inhibition, primary screen. P24468. HEK293T NGFI-A luciferase reporter, luminescence. inhibition, % at 8.6 µM. 370,000 compounds, 0.7% hits. AID 686940;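 active = inhibition above a per-plate cutoff, mean inhibition of test wells between control levels plus 3 SD, cut at about 38% in these data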;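 note: cells cotransfected with COUP-TFII expression vector driving the NGFI-A reporter; 0% = median of COUP-TF2 test wells and 100% = reporter-only cells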
# TWEAK Fn14 block: blocks TWEAK-Fn14 interaction in a reporter cell assay; inhibition, % at 10 µM; TWEAK-stimulated Fn14 reporter cells, luciferase luminescence, 8 h; 360,000 compounds, 2% hits; AID 1159606; in the data active = inhibition above about 50%
# NCOA3 inh: inhibits human SRC3 coactivator; Q9Y6Q9; HEK293 GAL4-SRC3 luciferase reporter, luminescence; inhibition, % at 3.6 µM; 360,000 compounds, 0.17% hits; AID 588352;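 active = inhibition above a per-campaign cutoff, the mean of all compounds plus 3 SD, cut at about 60% in these data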;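 note: 0% = DMSO-treated cells and 100% = gossypol-treated cells at 36 µM; higher means less SRC3-driven luciferase light from the GAL4 reporter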
# TRAIL sens C8: caspase-8 TRAIL sensitization; inhibition (viability loss, TRAIL sensitization), % at 10 µM; NB7+C8 cells + TRAIL, ATPlite viability luminescence; 360,000 compounds, 1% hits;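 active = compounds causing at least 50% loss of cell viability in the single-dose screen, relative to plate controls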
# An asterisk follows results filed as active; nt = not tested or not shown; & = joins results of further samples.
SMILES,TROY signal inh,CF NFkB block,KKLEB tox,NR5A2 inv ag,SRC1 inh,EBV LMP1 NFkB,Shn3 inh set2,COUP-TFII inh,TWEAK Fn14 block,NCOA3 inh,TRAIL sens C8
CCc1n[nH]c2c1C(=O)CC(C)(C)C2,4,-1,-3,12,-72,6,10,-5,-2,-10,11
CN(N)C(=S)Nc1ccc(F)cc1,-5,-14,-4,-1,-18,-1,13,11,11,-7,8
C=CCOC(=O)CCC(=O)Nc1cccc2ccccc12,10,-5,7,-4,-6,-19,6,4,10,0,-2
C=C(c1ccccc1Cl)[n+]1ccccc1,-3,-7,5,2,-4,-1,4,4,-2,-5,-3
Cc1ccc(-n2c(-c3cc(C)n(C)n3)n[nH]c2=S)cc1,17,-3,1,5,2,-10,-18,-5,2,6,3
COC(=O)c1ccccc1NC(=S)NC(=O)CC(C)C,6,2,12,-8,8,0,2,-2,12,-6,20
CSc1nccc(-c2nn(-c3ccc(C)cc3)ccc2=O)n1,17,13,-10,29,2,8,3,-14,15,-10,-8
Cc1noc(C)c1CSc1nc2sc3c(c2c(=O)n1C)CCCC3,-8,13,-6,-26,-27,-4,42,-10,-27,17,7
O=[N+]([O-])c1cc(-c2ncccn2)c([N+](=O)[O-])s1,1,16,10,-14,-1,11,5,15,10,-3,4
COC(=O)c1ccc(COc2ccccc2/C=C/C(=O)c2ccc(OCC(=O)O)cc2)cc1,-7,11,-7,-14,3,69*,1,-10,6,13,7
CC(C)N(C)c1ncnc2c1ncn2[C@H]1CN(Cc2ccccc2)C[C@@H](CO)O1,-4,8,-8,-7,1,nt,4,-5,-21,-9,-3
O=C(CSc1nnc2c(Cl)cc(C(F)(F)F)cn12)N(Cc1ccccc1)Cc1ccccc1,-12,10,-3,1,-8,-7,-22,11,2,-4,-10
CCn1c(N2CCN(C(=S)NCCc3ccccc3)CC2)nc2ccccc21,7,-23,8,9,-32,21,32,-2,6,-7,7
COc1cccc(C2c3[nH]c4ccccc4c3C[C@H]3C(=O)N(c4ccccc4C(=O)NCCCN4CCOCC4)C(=O)N23)c1 (stereo partly specified),9,-4,-13,12,-2,2,3,4,17,20,4
CCOC(=O)C(=O)Nc1nc(-c2ccccc2)c(-c2ccccc2)o1,13,6,4,-21,-7,6,14,-2,0,-19,1
Cc1cc(C)cc(NC(=S)N(Cc2ccc(Br)cc2)Cc2ccc(C(=O)O)cc2)c1,-5,-15,5,10,-1,-6,13,11,4,-14,-3
Cc1ccc(C)c(S(=O)(=O)N2CCN(C(=O)c3ccccc3Cc3ccccc3)CC2)c1,-21,14,-5,9,-6,-14,25,12,8,20,17
Cc1cc(C)cc(Nc2ccc(C(=O)O)cc2[N+](=O)[O-])c1,2,-12,-1,5,10,3,-27,-14,11,6,-2
Cc1ccc(C(=O)CCC(=O)Nc2ccc(Cl)c(S(=O)(=O)Nc3cccc(Cl)c3)c2)cc1,11,-2,-14,13,9,2,15,12,9,4,1
CC(Oc1cccc(Cl)c1)C(=O)NC1CC(C)(C)NC(C)(C)C1 (stereo unspecified),0,-7,11,-7,-11,14,-5,13,-1,-6,10
C/C(=N\NC(=O)CNC(=O)c1ccco1)c1ccc(Br)cc1,-1,-14,-20,-1,8,6,-2,-11,-3,-7,-14
CCn1c(C)nc2cc(C(=O)NNS(=O)(=O)c3c(C)c(C)cc(C)c3C)ccc21,0,-9,10,-11,-6,-2,4,-5,0,12,-1
COc1cc(C(=O)OCCCc2cc3ccccc3c(=O)o2)cc(OC)c1OC,-16,9,1,12,1,-9,-51,-2,-24,12,-9
Cc1cc(C(=O)Nc2ccc(C)c(C)c2)n(-c2ccccc2)n1,-29,-4,8,-2,0,-3,-2,4,9,-14,-6
COc1ccc(Cl)cc1N(C(=O)c1ccco1)C(C(=O)NC1CCCC1)c1ccco1 (stereo unspecified),-22,2,-3,3,3,-4,12,-4,21,5,-2

# The closing 3 records of the section before are carried over, then new ones follow:
SMILES,TROY signal inh,CF NFkB block,KKLEB tox,NR5A2 inv ag,SRC1 inh,EBV LMP1 NFkB,Shn3 inh set2,COUP-TFII inh,TWEAK Fn14 block,NCOA3 inh,TRAIL sens C8
COc1cc(C(=O)OCCCc2cc3ccccc3c(=O)o2)cc(OC)c1OC,-16,9,1,12,1,-9,-51,-2,-24,12,-9
Cc1cc(C(=O)Nc2ccc(C)c(C)c2)n(-c2ccccc2)n1,-29,-4,8,-2,0,-3,-2,4,9,-14,-6
COc1ccc(Cl)cc1N(C(=O)c1ccco1)C(C(=O)NC1CCCC1)c1ccco1 (stereo unspecified),-22,2,-3,3,3,-4,12,-4,21,5,-2
CCOc1ccc(NC(=O)CN(C)CC(=O)Nc2cc(Cl)ccc2C#N)cc1OCC,-6,0,2,10,-25,-3,-5,-7,15,5,0
Cc1nnc(NC(=O)c2ccc(F)c(S(=O)(=O)N3CCCCC3)c2)s1,21,-20,7,2,1,-1,-9,5,-3,-19,8
CCCN(CCC)C(=O)C1CC(=O)OC12CCCCC2 (stereo unspecified),17,7,-19,-3,-11,4,-16,-2,1,13,31
Cc1cc(S(=O)(=O)NCc2ccccc2)ccc1OCC(=O)N1CCCC1,-2,-5,5,-11,-27,-5,-6,14,4,0,11
COc1ccc(CN(CC(=O)NCc2ccco2)C(=O)CNS(=O)(=O)c2ccc(C)cc2)cc1,-3,8,-4,2,4,-7,11,17,20,-1,-4
Cc1ccc(S(=O)(=O)N2C[C@@H]3[C@H]4CC[C@H](C4)[C@@H]3[C@@H](C)[C@@H]2c2cn(Cc3ccccc3)c3ncccc23)cc1,8,26,-9,11,6,-1,20,4,28,-9,8
C=CCC(C(=O)OC)(C(=O)OC)c1ccc(C(F)(F)F)cc1[N+](=O)[O-],-2,1,1,5,15,2,14,13,11,-1,-3
CCC(C)C(=O)Nc1nc2ccc(OC)cc2s1 (stereo unspecified),-46,1,3,-116,-57,-3,-169,-43,-28,-44,9
CC1(C(=O)NS(=O)(=O)c2cccc(C#N)c2)CCN1C(=O)C1(c2ccc(Cl)cc2)CCC1 (stereo unspecified),-7,-15,3,16,5,nt,-1,20,7,3,-1
COc1ccc(Cn2c(O)cc(=O)[nH]c2=O)cc1,-4,-4,-2,-7,5,0,11,-18,-5,-4,-6
COc1ccc(-c2cc(C(=O)N(C)Cc3cccc(OC)c3OC)c3ccccc3n2)cc1OC,-1,9,-14,0,5,9,23,22,7,13,10
CN(C(=O)c1cccc(NC(=O)Cc2ccc([N+](=O)[O-])cc2)c1)C1CCCC1,19,-27,-4,10,3,15,41,18,2,-8,19
CC(Sc1nc(-c2ccccc2)cc(C(F)(F)F)n1)C(=O)NCc1ccco1 (stereo unspecified),-1,8,-13,-5,1,-33,-23,4,0,17,1
COc1cccc(-c2nnn(CC(=O)O)n2)c1,-2,-4,11,-8,-5,-6,5,10,3,-2,1
O=C(NCCCN1CCCC1=O)c1ccc([N+](=O)[O-])s1,-30,14,-7,23,8,0,13,2,-1,20,6
CC(C)Oc1cc(F)ccc1-c1cc(C(=O)NCc2cccs2)[nH]n1,-7,-4,1,1,-9,nt,19,8,11,-17,-25
CCOC(=O)C1CCN(C(=O)c2cccc(S(=O)(=O)N3CCCc4ccccc43)c2)CC1,4,-32,-2,-19,-5,-10,-20,-12,7,2,11
Nc1nc(SCc2ccc3c(c2)OCO3)n[nH]1,-16,2,10,-4,-15,4,-5,-11,-1,-10,-1
CC(C)Oc1ccc(/C=N/NC(=O)C(CSCc2ccccc2)NC(=O)c2ccc([N+](=O)[O-])cc2)cc1 (stereo unspecified),-3,0,-3,-12,9,-9,17,nt,-10,-4,15
C/C(=N\OC(=O)c1ccc(F)cc1)c1ccc(F)c(F)c1,-74,-10,7,2,-2,8,-6,-8,-2,14,-1
O=C1c2[nH]c3ccccc3c2CC1N1C(=O)c2ccccc2C1=O (stereo unspecified),-10,7,-12,-4,-2,6,-6,-8,-3,4,1
Cc1cc(-c2ccccc2)nc(N/N=C/c2ccc(O)cc2O)n1,6,-19,-2,-14,5,8,-7,-10,22,-6,19
C[C@@H]1CCCN1[C@@H]1CS(=O)(=O)N[C@H]1COCc1ccccc1,13,-26,14,-3,-28,nt,-4,-8,-10,-2,-10
CC(C)N(C(=O)CSc1nnc(NC(=O)c2ccco2)s1)C(C)C,-11,11,-22,0,-21,-3,-2,-8,2,11,0
OC(COCc1ccccc1)CN1CCN(Cc2ccc3c(c2)OCO3)CC1 (stereo unspecified),-4,7,19,-19,-15,-20,-28&-2,-11,-11,-2,-2
# More results:
SMILES,TROY signal inh,CF NFkB block,KKLEB tox,NR5A2 inv ag,SRC1 inh,EBV LMP1 NFkB,Shn3 inh set2,COUP-TFII inh,TWEAK Fn14 block,NCOA3 inh,TRAIL sens C8
Fc1ccccc1Cn1nnc2c(-n3ccnc3)ncnc21,4,17,-1,-9,4,-2,19,12,20,24,-2
Cc1ccc(-c2nn(-c3ccccc3)cc2/C=C/C(=O)OCC(=O)NC2CC2)o1,56*,-28,6,6,-8,8,3,-9,26,13,1
CC(C)(CO)NC(=O)C(c1ccccc1)c1ccccc1,13,-4,-10,15,8,-4,5,1,3,1,6
CCC(=O)N(CCC(c1ccc(C)cc1)c1ccco1)Cc1ccco1 (stereo unspecified),17,-2,-9,3,-16,9,14,12,6,2,9
Cc1ccc2nc(SCC(=O)Nc3ncccn3)[nH]c2c1,-17,6,-19,-4,-43,-13,-19,4,-9,-23,-3
CCOC(=O)C(C)/C(C)=N/NC(N)=S (stereo unspecified),6,-8,2,16,-2,-2,-10,5,11,7,7
O=C(Cc1ccccc1F)Nc1ccc(S(=O)(=O)N2CCCCC2)cc1,-24,-20,3,-8,-10,-8,10,-3,19,-13,-15
Cc1c(Br)ccc(NC(=O)CCN2C(=O)C3C4CCC(C4)C3C2=O)c1C (stereo unspecified),-50,6,9,-29,-30,-7,-19,1,-13,-9,-7
Nc1ncc([N+](=O)[O-])cc1Br,10,9,-1,-10,8,8,-4,4,-7,-1,-5
CCc1ccccc1N1C(=O)c2cccc3c(N4CCOCC4)c([N+](=O)[O-])cc(c23)C1=O,27,5,-3,-37,-11,-7,4,-4,1,-2,-2
CCNc1nc2cccnc2s1,-8,0,-12,7,-3,2,7,10,13,-24,-5
CCOc1ccc(C(C)=O)cc1COC(=O)c1ccccc1C(=O)N(C)Cc1ccccc1,-34,-28,-4,18,-12,-6,5,-9,-9,4,8
O=C(c1cccc(F)c1)N1CCc2ccccc2C1,-15,5,-3,-15,-23,-7,-16,-2,-10,-30,-13
C[C@]1(O)CC(=O)C=C[C@H]1Nc1ccccc1,-3,23,-22,7,-13,-9,-4,6,22,-11,6
Cc1cc(=O)n2nc(N3CCC(C(=O)NC4CCCc5ccccc54)CC3)sc2n1 (stereo unspecified),-2,9,-13,15,9,0,5,0,15,-5,8
CC(C)c1ccc(/C=N/NC(=O)CC(=O)NCc2ccccc2)cc1,-5,2,-6,14,13,1,7,4,-16,-4,10
CCOC(=O)C1CCCN(C(=O)c2cc3c(=O)n(C)c4ccccc4c3n2C)C1 (stereo unspecified),22,-15,-8,-5,-2,6,-16,17,-12,5,-2
CC(CC(=O)NC1CCSC1=O)c1ccccc1 (stereo unspecified),12,6,-3,-14,-2,-11,-25,-19,7,5,-1

# This is a subset (hit frequency here may not be typical).
